# NS3 helicase inh: inhibitors of Hepatitis C virus NS3 helicase; NS3 helicase DNA unwinding, Cy5 molecular beacon fluorescence; inhibition, % at 10.9 µM; hit rate 0.56% among 290,000; AID 1800;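 active = inhibition above the mean of all tested compounds plus 3 SD, set per campaign, cut at about 35% in these data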;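 note: 0% = DMSO wells and 100% = thioflavine S control wells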
#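 Control set: DMSO versus 110 µM thioflavine S; Material: NS3 helicase fragment of HCV; Measured by: Cy5 fluorescence at 0 and 60 min, beacon hairpin quenching; Read-out basis: percent inhibition from t60/t0 fluorescence ratio; Times: reaction time 60 min, 25 °C; Repeats: single replicate; Compound dosing: single dose, 10.9 µM nominal final, DMSO 0.8% final.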
# NALP1 yeast inh: inhibitors of NALP1 inflammasome in yeast. S. cerevisiae NALP1/ASC/caspase-1 growth, X-gal OD620, 72 h. inhibition, % at 10 µM. hit rate 0.61% among 280,000; in the data active = inhibition mostly above about 24%, no sharp cut-off; inactive = mostly below about 32%; note: some compounds called inactive have numbers as strong as hits
# MEKK2wt PB1 HTS: raises or lowers MEK5 binding to wildtype human MEKK2 PB1 domain; Q9Y2U5; bead flow cytometry, Alexa488-MEK5 binding to MEKK2 WT; actives lie on both sides; binding response (% of control), % at 10 µM; hit rate 1.1% among 290,000; AID 1531; in the data active = binding response below about 67% or above about 130%
# MEKK2 mut-MEK5: signal of MEK5 binding to mutant human MEKK2 PB1 domain | bead flow cytometry, Alexa488-MEK5 binding to MEKK2 mutant | percent response, % at 10 µM | hit rate 0.35% among 290,000; in the data active = percent response above about 24%, passing the limit was not always enough; note: inactives centre near 1; some results filed as inactive read as strong as hits
# PfM18AAP inh: blocks P. falciparum M18 aspartyl aminopeptidase | hit rate 1.2% among 290,000 | inhibition, % at 7.35 µM | recombinant PfM18AAP, H-Glu-NHMec fluorogenic cleavage;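 active = inhibition above the campaign mean inhibition over all tested compounds plus 3 SD, cut at about 28% in these data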;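 note: 0% = plate median of test compound wells and 100% = 2 mM ZnCl2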
# FID counter: fluorescent intercalator displacement, NS3 helicase counter-screen; DNA fluorescent intercalator displacement, fluorescence; inhibition, % at 7.9 µM; hit rate 0.17% among 290,000; AID 1845; in the data active = inhibition above about 37%;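 note: 0% = vehicle and 100% = reference compound; higher means more ethidium bromide displaced from hairpin DNA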
# SUMO HTRF inh: SUMOylation inhibition; HTRF SUMOylation assay, SAE1/SAE2 + UBC9, in vitro; inhibition, % at 35 µM; hit rate 0.36% among 290,000; AID 2006; in the data active = inhibition above about 50%, passing the limit was not always enough; note: strong numbers were not always called active
# Target sequence (P63279 whole entry, looked up): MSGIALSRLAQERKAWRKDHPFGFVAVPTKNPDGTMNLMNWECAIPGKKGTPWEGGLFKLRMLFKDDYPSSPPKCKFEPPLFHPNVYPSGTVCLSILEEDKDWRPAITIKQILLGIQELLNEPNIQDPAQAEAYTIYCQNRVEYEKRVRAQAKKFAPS
# IMP-1 inhibitor: inhibitors of Pseudomonas aeruginosa IMP-1 metallo-beta-lactamase; purified IMP-1, nitrocefin hydrolysis, epi-absorbance fluorescence; inhibition, % at 5.6 µM; hit rate 0.45% among 290,000; AID 1556;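 active = inhibition above the mean plus 3 SD of all compounds in the same screening run, cut at about 4.5% in these data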;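 note: 0% = IMP-1 with DMSO and 100% = DMSO wells lacking enzyme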
#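 Test system: recombinant IMP-1 enzyme, purified / Medium: HEPES buffer pH 7.1 with ZnSO4 and Brij 35 / Doses: single dose, 5.6 µM / Times: 25 °C, 15 min preincubation, 25 min reaction / Detection: Epi-absorbance via hydrolysed-nitrocefin quenching of white-plate fluorescence, 480/530 nm, EDTA stop / Evaluation: percent inhibition from optical density relative to buffer-blank wells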
# VIM-2 inh: inhibitors of Pseudomonas aeruginosa VIM-2 metallo-beta-lactamase | purified VIM-2, nitrocefin hydrolysis, epi-absorbance fluorescence | inhibition, % at 5.6 µM | hit rate 0.89% among 290,000;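 active = inhibition above the mean of all tested compounds plus 3 SD, cutoff set per screening run, cut at about 7.5% in these data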;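 note: red hydrolysis product quenches plate fluorescence so inhibitors raise well fluorescence; 0% = enzyme with DMSO and 100% = DMSO without enzyme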
# Numbers without * were called inactive; / = not tested or not shown.
SMILES,NS3 helicase inh,NALP1 yeast inh,MEKK2wt PB1 HTS,MEKK2 mut-MEK5,PfM18AAP inh,FID counter,SUMO HTRF inh,IMP-1 inhibitor,VIM-2 inh
C=CCc1ccc(OCC(O)CN2CCN(c3ccccc3OC)CC2)c(OC)c1 (stereo not drawn),-52,-3,106,14,-3,0,-4,-3.6,-5.8
Fc1ccc(-n2nnc(-c3cccnc3Cl)n2)cc1,3,-9,98,1,2,-4,-13,-3.1,-1.4
Cc1cc(C)cc(NC(=O)CCn2c(=S)[nH]c3ccccc3c2=O)c1,0,38,104,4,-9,-12,29,-1.8,-3.2
COC(=O)c1[nH]c2ccc(C)cc2c1NC(=O)Nc1ccccc1OC,-7,13,97,16,-1,-13,15,-0.3,2.8
CC1CCCCN1CC(=O)Nc1cc(S(=O)(=O)N2CCOCC2)ccc1N1CCCC1 (stereo not drawn),-20,7,96,-6,-1,-2,14,-1.5,-3.0
NNC(=O)CCN(Cc1ccco1)S(=O)(=O)c1ccc(Cl)cc1,7,-2,96,-10,5,-7,16,-3.3,-5.5
CC(C)(C)NC(=O)Cn1nc(C(F)(F)F)c2c1CCCC2,1,3,97,0,-2,-7,-6,-3.9,-1.9
CCOC(=O)c1c(NC(=O)OC)sc(C(=O)N(C)C)c1C,3,16,105,4,-10,-17,21,0.5,0.1
O=C1C(C=NCCCn2ccnc2)=C(O)c2ccccc21,8,/,78,-16,1,4,/,-2.8,1.2
Cc1ccc(-n2cc(C(=O)c3cc(Cl)ccc3O)cc(C#N)c2=O)cc1,6,22,102,-1,4,-11,0,-4.4,-1.0
O=S(=O)(/N=C(/Nc1ccccn1)c1ccccc1)c1ccccc1,-8,-12,80,-16,6,-2,-22,-2.7,-5.0
Cn1c(N2CCN(C(=O)Nc3ccc(C(F)(F)F)cc3)CC2)nc2ccccc21,0,0,101,1,4,-10,4,-3.1,-1.4
CC(=O)N1CCN(S(=O)(=O)c2ccc(C)cc2)C1c1ccc(N(C)C)cc1 (stereo not drawn),1,7,89,-7,36*,-12,17,-3.2,31*
C/C(=N\NC(N)=S)C1(C)CC2(CC(C)(C)OC2=O)C(=O)O1 (stereo not drawn),5,-18,100,6,24,-2,2,-2.7,-2.8
COCCCNC(=O)CSc1nc2ccccc2c(=O)n1Cc1ccc2c(c1)OCO2,-6,-9,109,-1,2,-8,12,-3.0,0.1
Oc1c(C(c2cccs2)N2CCN(c3ccccc3)CC2)ccc2cccnc12 (stereo not drawn),8,4,/,/,1,-8,-50,1.9,-4.5
CCN(CC)CCN(C(=O)Cn1nnc(-c2ccc(C)o2)n1)C(C(=O)NC(C)(C)C)c1cccs1 (stereo not drawn),-26,7,107,4,6,9,10,-3.9,-2.1
O=C(CN(CC1CCCO1)C(=O)CNS(=O)(=O)c1ccccc1)NCCc1ccccc1 (stereo not drawn),2,-8,98,-2,-5,-29,-4,-2.7,-0.6
O=C(CCCn1c(=O)c2ccccc2n(CC(=O)NCc2ccco2)c1=O)NCc1ccco1,-2,-12,101,5,-1,-13,14,-0.6,0.9
CCO[C@H]1OC(C(N)=O)=C[C@@H](c2coc3ccccc3c2=O)[C@@H]1CCCO,7,-1,102,4,-1,-10,6,-1.7,-1.7

# Reprinted from the part before: 5 compounds, then new ones.
SMILES,NS3 helicase inh,NALP1 yeast inh,MEKK2wt PB1 HTS,MEKK2 mut-MEK5,PfM18AAP inh,FID counter,SUMO HTRF inh,IMP-1 inhibitor,VIM-2 inh
Oc1c(C(c2cccs2)N2CCN(c3ccccc3)CC2)ccc2cccnc12 (stereo not drawn),8,4,/,/,1,-8,-50,1.9,-4.5
CCN(CC)CCN(C(=O)Cn1nnc(-c2ccc(C)o2)n1)C(C(=O)NC(C)(C)C)c1cccs1 (stereo not drawn),-26,7,107,4,6,9,10,-3.9,-2.1
O=C(CN(CC1CCCO1)C(=O)CNS(=O)(=O)c1ccccc1)NCCc1ccccc1 (stereo not drawn),2,-8,98,-2,-5,-29,-4,-2.7,-0.6
O=C(CCCn1c(=O)c2ccccc2n(CC(=O)NCc2ccco2)c1=O)NCc1ccco1,-2,-12,101,5,-1,-13,14,-0.6,0.9
CCO[C@H]1OC(C(N)=O)=C[C@@H](c2coc3ccccc3c2=O)[C@@H]1CCCO,7,-1,102,4,-1,-10,6,-1.7,-1.7
O=C(Nc1cccs1)Nc1cccnc1Cl,3,7,102,7,1,2,8,-4.0,-4.0
O=C(Cn1nnc(-c2ccc(F)cc2)n1)N1CCCCC1,-3,9,91,-3,-4,8,-2,-2.1,-2.8
CCCCn1c(=S)[nH]c2ccc(N3CCOCC3)cc2c1=O,6,-1,89,-6,8,-7,34,-3.7,-3.0
O=C(O)C1CC(=O)n2c(nc3ccccc32)S1 (stereo not drawn),-1,18,88,-10,8,1,26,-7.7,-6.9
Cc1ccccc1CS(=O)(=O)CCC(=O)NCCCN1CCN(c2ccccc2F)CC1,-21,17,121,9,-16,13,-14,0.3,0.8
Cc1ccccc1-n1c(SCC(=O)NCc2cccs2)nc2ccccc2c1=O,-6,9,103,18,4,-14,9,0.2,-1.5
Cc1ccc(C)c(C(C)NC(=O)C2CCCC2)c1 (stereo not drawn),10,12,118,12,3,-5,3,-1.8,-3.5
Cc1c(-c2ccccc2Cl)nc2ccccc2c1C(=O)O,-2,10,92,11,-3,4,19,-3.6,-1.7
O=C(O)/C=C/C(=O)NCc1ccccc1,12,22,94,-1,-1,-9,-7,-1.3,-3.0
O=C1N(S(=O)(=O)c2ccccc2F)C(=O)C2(CCCC2)N1S(=O)(=O)c1ccccc1F,16,0,101,7,-4,2,24,-0.1,0.9
CCOC(=O)Nc1ccc(N2CCOCC2)c(S(=O)(=O)N2CCOCC2)c1,1,-6,96,-1,-7,-15,7,-3.6,-2.3
COc1cccc(/C=N/n2c(=S)n(C)c3ccccc32)c1OC,0,0,104,0,0,-1,1,-1.7,-2.6
O=c1c([N+](=O)[O-])cccn1Cc1cccc(Br)c1,19,12,99,3,-4,1,18,-2.9,-2.4
O=C(Oc1cccnc1)c1ccccc1[N+](=O)[O-],-3,23,104,4,-1,1,-7,-3.0,-2.1
COC(=O)c1c(C(=O)OC)c2ccncn2c1Cl,-2,8,101,-2,6,-3,6,-2.9,-3.5
COc1ccc(OC)c(-c2csc(NC(=O)Cc3cccs3)n2)c1,-2,5,95,-4,3,0,12,-0.8,-2.2
Cn1cc([N+](=O)[O-])c(C(=O)NCc2ccco2)n1,0,3,102,-2,3,0,-22,-3.7,-0.4
Cc1ncc([N+](=O)[O-])n1CC(=O)Nc1ccccc1,3,15,102,-1,-2,3,7,-2.2,-5.0
Cc1cccc(NC(=O)COc2cccc3c2CCN(Cc2ccccc2)C3=O)c1C,-2,21,96,1,3,-15,0,-0.6,0.0
O=C(O)c1ccccc1OCc1ccccc1Br,4,-3,91,-7,-9,-1,-6,1.2,9.1*
Cn1c(NC(=O)c2ccc(C(C)(C)C)cc2)cc(=O)n(C)c1=O,8,/,100,0,-4,2,12,-2.0,-0.5
CC(C)(C)C(=O)CN1C2=NCCN2c2ccccc21,4,-2,97,-7,2,8,5,-4.0,-3.1
Cc1cccc(-c2nc3cc([N+](=O)[O-])ccc3o2)c1,-1,-17,100,5,-11,8,-2,-4.0,-4.3
COc1ccccc1C(=O)NCCC(=O)Nc1cccc(C)n1,6,13,100,-2,-10,-16,12,-1.7,-1.4
O=C(C1=C[C@H](c2ccccc2)C[C@H](OCc2ccc(CO)cc2)O1)N1CCCCCCC1,-8,-16,95,-9,19,-34,-4,1.3,-0.8
Cc1cccc(NC(=O)C2CCCN2S(=O)(=O)c2cccc3cccnc23)c1 (stereo not drawn),-2,-28,111,4,3,-16,-4,0.6,-4.6
COc1ccc(CN(C)C(=O)CC(c2ccccc2)c2ccccc2)cc1,-15,8,101,0,-7,-35,6,-2.4,-2.0
CCOc1ccc(NC(=O)c2cn(CC(C)C)c(=O)c3c2c2ccccc2n3C)cc1,-8,13,88,-3,7,3,12,-1.7,-0.5
C=CCn1c(COc2ccccc2F)nnc1SCC(=O)c1c[nH]c2ccccc12,-16,16,112,18,-8,-10,-25,-0.6,-0.7
Cn1c(Cn2nnc3ccccc32)nnc1SCC(=O)N1c2ccccc2CCc2ccccc21,7,-13,94,0,5,-44,8,-3.7,-4.3
COc1ccc(C2C3=C(CC(C)(C)CC3=O)N(C)C3=C2C(=O)CC(C)(C)C3)cc1OC,-4,5,110,6,1,-19,17,-0.4,-0.7
CCC(C)c1ccccc1NC(=S)NC(=O)c1ccco1 (stereo not drawn),2,2,103,2,4,-19,-4,-2.4,-1.8
COc1ccc2cc(C(=O)N3CCN(c4ccc(F)cc4)CC3)[nH]c2c1,-12,12,100,2,12,-15,-6,-3.8,-1.1
O=C(Nc1ccc2c(c1)OCO2)Nc1ccccc1F,10,3,109,9,1,-1,3,-2.2,-0.5
Cc1ccc(N2CCN(C(=O)NC3CCCCC3)CC2)c(C)c1,-8,-9,102,3,-2,-29,-10,-3.6,-2.0
CS(=O)(=O)N1N=C(c2ccco2)CC1c1cccc([N+](=O)[O-])c1 (stereo not drawn),-6,6,87,-8,-4,0,-1,-0.5,0.1
CN(c1ccccc1)c1nc(N)c([N+](=O)[O-])c(NCc2ccco2)n1,-6,20,101,1,4,-3,-1,-3.7,-0.1
COc1cccc(OCc2cc(C(=O)NCc3cnc4ccccn34)no2)c1,-6,-14,106,2,-11,-2,12,-1.0,-0.4
O=C(CSc1nc2ccccc2[nH]1)c1cccs1,-9,14,111,7,-2,-4,18,-1.8,-0.7
Cc1noc(C)c1S(=O)(=O)N1CCCC(C(=O)c2cccc(OC(C)C)c2)C1 (stereo not drawn),4,-5,96,-4,-5,-5,-22,-3.0,-1.1
C[C@@]12CCC3[C@@](CC[C@@H]4[C@](C)(C(=O)O)CCC[C@@]34C)(C[C@H]1O)C2 (stereo partly drawn),4,-7,101,2,1,-32,-4,-1.1,0.4
Cc1ccccc1NC1(C#N)C(=O)Nc2ccccc21 (stereo not drawn),-5,-8,/,/,-3,2,15,-4.2,-2.3
CC(C)C(=O)Nc1ccc(C(=O)NNC(=O)NC2CCCCC2)cc1,4,8,96,3,1,-2,23,-1.3,-2.0
Cc1[nH]c(=O)c(C#N)c(C)c1CCC(=O)NCc1ccc(Cl)cc1,17,27,97,-15,6,-13,6,1.0,0.8
CC(=O)c1ccc(N2CCN(C(=O)c3cc(-c4ccncc4)nc4ccc(Br)cc34)CC2)cc1,-7,18,96,2,1,-13,1,-4.2,-2.6
CC(=O)CCS(=O)(=O)c1ccc(Oc2ccc(S(=O)(=O)CCC(C)=O)cc2)cc1,9,-6,104,2,-6,-4,14,-4.1,-0.7
Cc1nc(SCC(=O)NC(C)(C)C)c2c(-c3cccs3)csc2n1,3,/,98,-1,-15,-20,0,-1.9,-2.0
CCn1cc(CNC(=O)c2cc(COc3ccc(F)cc3Cl)on2)cn1,-6,-12,85,-13,2,-18,-5,-1.9,-1.3
O=C(CN1CCCCCC1)Nc1ccc(F)c(F)c1F,2,1,104,1,1,4,22,-0.3,-1.8
